IEC-6 cytotox: cytotoxicity in IEC-6 intestinal epithelial cells, primary screen, cytotoxicity control for KLF5 inhibitor project, cell-based, luminescence. IEC-6 cytotoxicity, luminescence viability. inhibition, % at 5 µM. actives 0.78% (n = 290,000); in the data active = inhibition above about 22%;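 note: 0% = plate median of test compound wells and 100% = cytotoxic reference compound wells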
HSF1 inhib: HSF1 inhibitors in luciferase reporter cells, primary screen, cell-based, NIH3T3, luminescence. actives 0.77% (n = 300,000). NIH3T3-HGL HSE-luciferase, MG132-induced, luminescence 8 h; hits give low values. activity change, negative = inhibition, % at 7.5 µM (by protocol). AID 2098, 2009;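 active = more than half of replicate wells show activity change below -50%, luminescence cut by over half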;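 note: luciferase reports HSF-1 transcriptional activity via heat shock element; 0% = median of DMSO wells and -100% = zero luminescence signal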
aSyn 5UTR inh: MLPCN primary screen, SNCA 5' untranslated region; actives 0.82% (n = 300,000); inhibition, % (tested at 7.5 µM); AID 1813, 2009; alpha-synuclein 5'UTR reporter, inhibitor activity; in the data active = inhibition above about 60%;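 note: H4 neuroglioblastoma cells stably carrying SNCA 5'UTR luciferase fusion; 0% = DMSO wells and 100% = positive control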
AI-2 QS mod: Vibrio harveyi AI-2 quorum sensing modulators, primary screen, JMH597 strain, luminescence/OD600 ratio; Vibrio harveyi JMH597 AI-2 luminescence/OD600 ratio, 9 h; hits give low values; strain lacks LuxN and CqsS sensors; 0 = neutral-control median; activity change, % at 7.5 µM; actives 0.4% (n = 300,000); AID 2094, 2009; in the data active = activity change below about -75%, passing the limit was not always enough;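 note: luminescence divided by OD600 gain over 9 h not by final OD600 alone; inactives centre near 13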
Platelet DG rel: inhibitors of platelet dense granule secretion, primary screen, cell-based, MLPCN, human platelets; inhibition, %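 (compounds screened at 7.5 µM in platelet-rich plasma)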; AID 1663, 2009; human platelet-rich plasma, SFLLRN dense granule ATP release, luminescence; actives 0.22% (n = 300,000);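 active = mean replicate score, as percent of positive control, at or above 50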
SKKanGAS inh: S. pyogenes SKKanGAS growth inhibitors in kanamycin, primary screen, streptokinase expression inhibitor project, SKKanGAS strain, BacTiter-Glo luminescence; 6 h; inhibition, % at 7.5 µM; actives 1.3% (n = 300,000); AID 1662, 2009;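 active = mean replicate score, as percent of positive control median, at least 50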;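 note: strain carries kanamycin resistance gene driven by streptokinase promoter and grows in 40 µg/ml kanamycin; loss of luminescence reflects streptokinase promoter inhibition or plain growth inhibition; 0% = median of DMSO wells and 100% = positive control at its reference dose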
HSF-1 act: HSF-1 activators, primary screen, NIH3T3-HGL cells, MG132 stress, luminescence, single point | NIH3T3-HGL HSF-1 luciferase reporter, 8 h; 100% = twice DMSO control signal | activation, % at 9 µM | actives 1.7% (n = 300,000);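 active = mean replicate activation of at least 50% with a set share of replicates each reaching 50%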;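 note: 0% = median of the neutral control wells and 100% = twice that signal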
HSP90 refold inh: HSP90 inhibitors, primary screen, cell lysate, luminescence | Heat shock protein HSP 90 (rabbit reticulocyte lysate; luciferase refolding) | actives 0.91% (n = 290,000) | inhibition, % at 5.6 µM | AID 1789, 2009 | Rabbit reticulocyte lysate, luciferase refolding luminescence, 3 h;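 active = inhibition above the screen-wide mean plus 3 SD, computed separately per campaign, cut at about 16% in these data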;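 note: 0% = DMSO wells and 100% = 60 µM geldanamycin wells; inhibitors lower the luminescence because luciferase stays unfolded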
KLF5 inhibitor: KLF5 expression inhibitors, primary screen, DLD-1 cells, luminescence | AID 1700, 2009 | inhibition, % at 5 µM | actives 0.23% (n = 290,000) | DLD-1 KLF5 promoter-luciferase reporter;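 active = inhibition above a per-plate limit of that plate's mean compound inhibition plus 3 SD, cut at about 60% in these data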;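 note: 0% = DMSO wells and 100% = LY294002 at 200 µM; higher means less KLF5 promoter-driven luciferase light; inactives centre near -14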
HIF act: HIF pathway transcriptional activators, primary screen, cell-based, U2OS HRE-luciferase, luminescence; activation, % at 7.5 µM (by protocol); U2OS HRE-luciferase reporter; normalized: DMSO 0%, desferrioxamine 100%; actives 0.32% (n = 300,000);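 active = mean activation of at least 10% of the iron chelator positive control signal, with at least half of replicates also reaching 10%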
An asterisk follows results filed as active; x = not tested or not shown.

item | Compound | IEC-6 cytotox | HSF1 inhib | aSyn 5UTR inh | AI-2 QS mod | Platelet DG rel
1 | CN(Cc1ccccc1NCC(=O)Nc1ccccc1C#N)C1CCCCC1 | -3 | -11 | -4 | 12 | -3
2 | c1ccc(-c2nc(-c3ccccn3)no2)cc1 | 18 | 11 | -18 | 15 | -10
3 | C=C(C)Cn1c(Sc2nc3ccccc3[nH]2)nc2c1c(=O)[nH]c(=O)n2C | -1 | -2 | 16 | 14 | 1
4 | Cc1ccc2[nH]cc(CCNC(=O)c3cccs3)c2c1 | 2 | 3 | -30 | -28 | 1
5 | O=c1c2cc(F)ccc2[nH]c(=S)n1CCCN1CCOCC1 | -11 | 4 | -2 | 17 | -2
6 | CCOC(=O)c1c(C)[nH]c(C(=O)C(C)OC(=O)c2oc3ccccc3c2COC)c1C (centres undefined) | -2 | -4 | 25 | 15 | 73*
7 | COc1ccc(OC)c(S(=O)(=O)Nc2ccc(-c3ccc4nnc(C)n4n3)cc2)c1 | x | 9 | 30 | 16 | 19
8 | CC(=O)Nc1ccc(NC(=O)/C=C/c2ccccc2)cc1 | -2 | -4 | -39 | 6 | 1
9 | CCc1nc(Nc2ccncc2)c2oc3ccccc3c2n1 | 0 | -4 | -27 | 17 | 1
10 | COc1ccccc1CC(=O)Nc1cccc(C(=O)Nc2nccs2)c1 | 7 | 2 | -15 | 8 | 1
11 | CC(C(=O)N1CCc2ccccc21)N1CCc2ccccc2C1 (centres undefined) | 4 | -1 | 8 | 10 | 1
12 | CN(CC(=O)Nc1cccc(F)c1)C(=O)CCC1CCCCC1 | x | 4 | -4 | 24 | -8
13 | CC1CCN(C2=C(NS(=O)(=O)c3ccc(Cl)cc3)C(=O)c3ccccc3C2=O)CC1 | 0 | 18 | -48 | 30 | 12
14 | COc1ccc(C(=O)Nc2nc(C)c3cc4c(cc3n2)OCO4)cc1 | -3 | -7 | -24 | 31 | 1
15 | O=C(Nc1ccc(CN2CCOCC2)cc1)c1ccco1 | -2 | 1 | -69 | -6 | -1

item | SKKanGAS inh | HSF-1 act | HSP90 refold inh | KLF5 inhibitor | HIF act
1 | 1 | -5 | -1 | -8 | 0.2
2 | -6 | 11 | 46* | 26 | 0.5
3 | -12 | 5 | -1 | -26 | 0.0
4 | 4 | 7 | 1 | -26 | -18
5 | -3 | 9 | -2 | -28 | 0.6
6 | -1 | -12 | -1 | -20 | -0.3
7 | 0 | -4 | x | x | -0.6
8 | -7 | -3 | 2 | -58 | 1.1
9 | 0 | -4 | 2 | -5 | 1.4
10 | -2 | 16 | -2 | -18 | -0.2
11 | -1 | 17 | 4 | -33 | 0.3
12 | -8 | -3 | x | x | -1.6
13 | 26 | 46 | 3 | -35 | 0.5
14 | -7 | 6 | 4 | 10 | -0.3
15 | 2 | 27 | 5 | -99 | 1.8

Following part.
item | Compound | IEC-6 cytotox | HSF1 inhib | aSyn 5UTR inh | AI-2 QS mod | Platelet DG rel
16 | O=C(CCSc1nc(-c2ccco2)cc(C(F)(F)F)n1)NCC1CCCO1 (centres undefined) | 0 | -5 | 22 | 13 | 4
17 | CCCNC(=O)COC(=O)c1ccc(N2CCCC2)c([N+](=O)[O-])c1 | -2 | x | 8 | 16 | -3
18 | Cc1ccc(NC(=O)Nc2cnccn2)cc1 | -3 | 14 | -118 | 10 | -3
19 | CCN1CCN(C(=S)Nc2ccc(Cl)cc2)CC1 | -1 | 4 | -5 | 13 | -1
20 | O=C(N1CCC(n2nc(-c3ccccc3)oc2=O)CC1)C1(c2ccc(Cl)cc2)CC1 | -13 | 6 | 27 | 7 | -2
21 | CSc1ccc(C(=O)C2CCCN(C(=O)CCc3c(C)nn(C)c3C)C2)cc1 (centres undefined) | 3 | 6 | -6 | 12 | -5
22 | CCC(=O)N(Cc1ccco1)C1CC(=O)N(c2ccccc2)C1=O (centres undefined) | -4 | 0 | 16 | 21 | 16
23 | Cc1cc(Nc2ccc3c(c2)OCCO3)c2cccc(C)c2n1 | 6 | 7 | 11 | -9 | -28
24 | Cc1ccc(Cl)cc1N1CCN(C(=O)c2ccc(CN3CCOCC3)cc2)CC1 | 6 | 1 | 7 | -18 | -1
25 | CCCCP(=O)(CCCC)Cc1ccccc1O | -8 | -7 | 6 | -2 | 0
26 | CCOc1ccc2nc(NC(=O)COc3ccc(N(C)S(=O)(=O)c4ccc(C)cc4)cc3)sc2c1 | 4 | -1 | -34 | 4 | -12
27 | O=c1nc(-c2ccccc2)c2cc(Br)ccc2[nH]1 | -1 | -3 | 19 | 24 | -3
28 | CCOC(=O)CSc1nc2nc(C)cc(C)n2n1 | 0 | 1 | 9 | 38 | 0
29 | COC(=O)c1sccc1NC(=O)C1C2C=CC(C2)C1C(=O)O (centres undefined) | -2 | -10 | 6 | 12 | 1
30 | c1ccc2c(c1)ncn2-c1ccc(-c2ccnc(-c3ccncc3)n2)cc1 | 0 | 3 | -19 | 13 | 11

item | SKKanGAS inh | HSF-1 act | HSP90 refold inh | KLF5 inhibitor | HIF act
16 | -2 | -9 | 3 | -18 | -0.2
17 | -3 | x | -4 | -4 | -0.2
18 | -5 | 25 | -2 | -96 | 2.8
19 | 2 | 12 | 2 | 14 | 0.0
20 | 4 | 22 | -5 | -25 | 0.3
21 | 1 | -3 | -2 | -12 | 0.8
22 | -4 | -12 | 0 | 1 | 0.2
23 | -16 | 36 | -2 | -30 | -0.1
24 | -1 | 2 | 3 | -18 | -0.1
25 | 6 | 2 | -2 | -3 | -0.3
26 | -7 | 2 | -1 | -32 | 0.2
27 | -2 | -11 | -7 | -4 | -4.1
28 | -4 | -1 | -4 | -13 | 0.4
29 | 0 | 6 | -2 | -1 | -0.3
30 | 5 | 7 | -1 | 4 | 1.7

Among those listed so far, these have fluorine:
item | Compound | IEC-6 cytotox | HSF1 inhib | aSyn 5UTR inh | AI-2 QS mod | Platelet DG rel
5 | O=c1c2cc(F)ccc2[nH]c(=S)n1CCCN1CCOCC1 | -11 | 4 | -2 | 17 | -2
12 | CN(CC(=O)Nc1cccc(F)c1)C(=O)CCC1CCCCC1 | x | 4 | -4 | 24 | -8
16 | O=C(CCSc1nc(-c2ccco2)cc(C(F)(F)F)n1)NCC1CCCO1 (centres undefined) | 0 | -5 | 22 | 13 | 4

item | SKKanGAS inh | HSF-1 act | HSP90 refold inh | KLF5 inhibitor | HIF act
5 | -3 | 9 | -2 | -28 | 0.6
12 | -8 | -3 | x | x | -1.6
16 | -2 | -9 | 3 | -18 | -0.2

The listing continues:
item | Compound | IEC-6 cytotox | HSF1 inhib | aSyn 5UTR inh | AI-2 QS mod | Platelet DG rel
31 | Cc1sc(NC(=O)CSc2nc(N)cc(N)n2)c(C#N)c1C | 2 | -2 | 15 | 16 | -7
32 | Cc1nn(-c2cc(N(S(C)(=O)=O)S(C)(=O)=O)c(Cl)cc2Cl)c(=O)n1C | 8 | 1 | 15 | 21 | -8
33 | COc1ccc(CN(C)C(c2ccccc2)c2nnnn2-c2ccccc2C)c(OC)c1C (centres undefined) | 0 | -1 | 13 | 5 | -1
34 | CCOC(=O)C1(Cc2ccccc2)CCN(Cc2nccn2CC)CC1 | -12 | 1 | 5 | 17 | 5
35 | O=S(=O)(Nc1ccc(Br)cc1)c1cccc2nonc12 | 3 | 4 | 13 | -51 | -2
36 | CCCN1C(=O)/C(=C\C=C2/C=CN(CC)c3ccccc32)SC1=S | -7 | -2 | 22 | 4 | 5
37 | CC(=O)C1=C(O)C(=O)N(Cc2ccccc2)C1c1ccc([N+](=O)[O-])cc1 (centres undefined) | -12 | -5 | 4 | 35 | 2
38 | CC(C)CC(=O)Nc1ccc2oc(-c3ccncc3)nc2c1 | -2 | 11 | -74 | 13 | 2
39 | Cc1cc(=O)n(CC(=O)NC2CC2)c2c1c(C)nn2-c1ccccc1 | 0 | -2 | -1 | 9 | -21
40 | COc1cc(C2/C(=C(/O)c3ccc(OCC(C)C)cc3)C(=O)C(=O)N2CCN(C)C)ccc1O (centres undefined) | 0 | -3 | 0 | 5 | 8
41 | Cc1ccsc1C(=O)NCCc1c[nH]c2ccccc12 | 4 | 17 | -123 | -82* | 1
42 | NC(=O)c1ccccc1N/C=C/C(=O)c1ccc(Cl)cc1 | -4 | 33 | -54 | -6 | 41
43 | O=C(COC(=O)CNC(=O)c1ccc(Cl)cc1)Nc1ccc(Cl)cc1C(F)(F)F | -3 | 1 | -3 | -5 | 14
44 | Cc1cc(C)cc(NC(=O)CCC(=O)N2CCSc3ccccc32)c1 | 7 | -1 | -9 | -14 | -4
45 | Cc1cc(C)cc(NC(=O)CN2CCCN(S(=O)(=O)c3ccc(Br)s3)CC2)c1 | 1 | 5 | -16 | 10 | -2

item | SKKanGAS inh | HSF-1 act | HSP90 refold inh | KLF5 inhibitor | HIF act
31 | -3 | -1 | 1 | -20 | 0.2
32 | -4 | -12 | 4 | -6 | -0.1
33 | 40 | 3 | -1 | -20 | -0.5
34 | 12 | 33 | -2 | 3 | -0.4
35 | -4 | 22 | 1 | -14 | 0.0
36 | 15 | -6 | 1 | -4 | -0.9
37 | -1 | -3 | -3 | -20 | 0.9
38 | 6 | 9 | -4 | -20 | 2.4
39 | 9 | 12 | -3 | -23 | -0.5
40 | 2 | -8 | -1 | -20 | x
41 | -1 | 41 | 0 | -125 | 1.8
42 | 1 | 45 | 0 | -106 | 2.9
43 | -4 | 10 | 3 | -3 | -0.5
44 | -6 | 4 | -1 | 27 | 0.4
45 | 11 | 17 | 3 | -16 | -0.3

New compounds follow.
item | Compound | IEC-6 cytotox | HSF1 inhib | aSyn 5UTR inh | AI-2 QS mod | Platelet DG rel
46 | CC(=O)Nc1ccc(Nc2nc(C)c([N+](=O)[O-])c(Nc3ccc(NC(C)=O)cc3)n2)cc1 | -3 | -4 | 42 | 15 | 0
47 | COc1ccc(CCn2nnnc2C(c2ccc(Cl)cc2)N2CCN(C)CC2)cc1OC (centres undefined) | -3 | -3 | -11 | 7 | -3
48 | COc1ccc(CCNc2ncnc3cc(OC)c(OC)cc23)cc1OC | 6 | -40 | 12 | 29 | 4
49 | O=C(CCN1CCc2ccccc2C1)Nc1ccccc1F | 4 | -15 | 3 | 6 | 9
50 | Cc1ccc2c(c1)C(=NC1CCCCC1)c1cc3ccccc3nc1-2 | 10 | 44 | -206 | 21 | -11

item | SKKanGAS inh | HSF-1 act | HSP90 refold inh | KLF5 inhibitor | HIF act
46 | 37 | -5 | -1 | -2 | 469*
47 | -5 | -4 | -3 | -46 | 0.6
48 | 0 | -52 | -3 | -17 | -1.4
49 | 1 | -36 | 2 | -8 | -1.4
50 | -3 | 60* | -3 | -23 | 2.8

Screening results (PubChem BioAssay)
